Screens as filed in PubChem.
Tau fibril ThT: inhibitors of human tau fibril formation, thioflavin T binding | P10636 | recombinant tau K18 P301L, heparin-induced fibrillization, ThT fluorescence | Potency, µM (titrated, usually from 57.4 µM), for inactives: at the top dose activity, negative = inhibition, actives largely listed as inhibitors | hit rate 2.1% among 270,000; further: on the % scale 0 is the no-effect control and ±100 the full control effect; nearly all actives have a fitted effect of over 55% in size
Target sequence (P10636 561-689 P618L limits assumed): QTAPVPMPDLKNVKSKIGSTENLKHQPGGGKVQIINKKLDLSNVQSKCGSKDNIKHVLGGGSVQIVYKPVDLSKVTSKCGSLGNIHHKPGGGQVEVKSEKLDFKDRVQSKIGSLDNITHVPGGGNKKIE
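Fibril formation assay: tau K18 P301L at 15 uM with trace Alexa 594 label, heparin inducer 20 uM, pH 7 sodium acetate buffer, 37 C for 6 hr; endpoint ThT signal.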
aGlu spleen mod: inhibitors or activators of human alpha-glucosidase in spleen homogenate; P10253; human spleen homogenate, 4-MU-alpha-glucoside fluorescence; Potency, µM (top dose mostly 79.9 µM), for inactives: at the highest dose activity change, negative = inhibition, hits mostly inhibitors; hit rate 0.006% among 240,000; AID 2112;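 further: 0% = enzyme with vehicle and -100% = no enzyme basal signal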
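Human spleen homogenate (1 ug) incubated with compounds and 1 mM 4-methylumbelliferyl-alpha-D-glucopyranoside in pH 5.0 citrate/phosphate buffer, 37 C, 40 min. Stopped at pH 10; 4-MU fluorescence (Ex 365/Em 440 nm); AC50 by Hill fit.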
GAA inh: blocks human lysosomal alpha-glucosidase; P10253; purified human GAA, 4-MU-alpha-glucoside fluorescence; Potency, µM (titrated, usually from 76.9 µM), without a hit: at the top dose activity change, negative = inhibition, usual class: inhibitors; hit rate 0.005% among 200,000; AID 1466;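 further: plate controls were uninhibited enzyme wells for no effect and no-enzyme background for full effect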
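AC50 values come from Hill fits of compound titrations (up to 77 uM) against 4 nM human enzyme. Substrate 4-methylumbelliferyl-alpha-D-pyranoside at 400 uM, pH 5.0 citrate buffer, 20 min room temperature; fluorescence Ex 365/Em 440 after alkaline stop.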
HTT ATP protect: Huntington cell model cytoprotection by ATP luminescence. hit rate 0.14% among 230,000. Potency, µM (titrated, usually from 56.4 µM), without a hit: cytoprotection (ATP increase), most hits filed as activators. PC12 HTT-Q103 induced, cytoprotection, ATP luminescence, 40 h;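 further: % of control where 0% means no effect; nearly all actives have a fitted effect of over 45% in size; toxic huntingtin expression switched on by the ecdysone agonist tebufenozide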
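PC12 cells with ecdysone-inducible HTT exon 1 Q103-GFP, induced with 100 nM tebufenozide and co-treated with library compounds in a dose series (1536-well, 1500 cells/well). Cytoprotection read as ATP content by ATPlite luminescence.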
Tau fluor cs: counter-screen for tau fibril formation inhibitors; tau K18 P301L Alexa594 fluorescence, heparin fibrillization; Potency, µM (doses to about 57.7 µM), for the others: top-dose activity change, negative = decrease; hit rate 0.93% among 280,000; AID 1463; further: on the % scale 0 is the no-effect control and ±100 the full control effect; nearly all actives have a fitted effect of over 55% in size
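Human tau K18 P301L (15 uM unlabeled, 0.24 uM Alexa 594-labeled) in 100 mM sodium acetate pH 7 with 20 uM heparin, 6 hr at 37 C. ThT 30 uM added, 1 hr ambient; Alexa 594 FP and total fluorescence read at 555/632 nm.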
GAA glycogen: alters human alpha-glucosidase cleavage of glycogen; recombinant GAA, glycogen substrate, Amplex Red glucose oxidase fluorescence; hit rate 0.38% among 300,000; AID 2100; Potency, µM (series often up to 76.4 µM), without a hit: top-dose activity change, negative = inhibition, hits mostly inhibitors;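 further: 0% = full enzyme reaction and -100% = no-enzyme basal signal; the screen sought inhibitors and activators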
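Recombinant enzyme (4 nM final) with compounds titrated up to 77 uM and bovine liver glycogen (30 ug) in citrate pH 5.0, 0.01% Tween-20, 37 C 40 min. Released glucose detected by Amplex Red/glucose oxidase (Ex 573/Em 610); AC50 from Hill fits.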
aGal spleen mod: inhibits or activates alpha-galactosidase in human spleen homogenate. P06280. human spleen homogenate, 4MU-alpha-Gal fluorescence, 40 min. Potency, µM (doses to about 80 µM), without a hit: at the top dose activity change, negative = inhibition, hits mostly inhibitors. hit rate 0.008% among 240,000. AID 2107;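 further: 0% = enzyme with vehicle and -100% = no enzyme basal signal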
Target sequence (P06280 32-429 limits assumed): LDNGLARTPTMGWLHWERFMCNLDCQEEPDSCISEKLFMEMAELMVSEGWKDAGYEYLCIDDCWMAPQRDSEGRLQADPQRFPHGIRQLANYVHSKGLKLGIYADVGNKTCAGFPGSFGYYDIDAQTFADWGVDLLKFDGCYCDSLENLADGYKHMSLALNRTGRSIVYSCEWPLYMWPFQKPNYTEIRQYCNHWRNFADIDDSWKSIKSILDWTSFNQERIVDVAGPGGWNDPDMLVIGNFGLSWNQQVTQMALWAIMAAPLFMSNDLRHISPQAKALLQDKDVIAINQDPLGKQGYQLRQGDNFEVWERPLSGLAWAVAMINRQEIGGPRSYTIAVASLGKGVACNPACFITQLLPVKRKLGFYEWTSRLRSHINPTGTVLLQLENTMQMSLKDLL
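Fluorogenic readout (Ex 365/Em 440 nm) of 4-methylumbelliferone released from 1 mM 4-MU-alpha-galactoside by spleen homogenate, 40 min at 37C, pH 5.0. Data normalized to no-enzyme and enzyme controls; Hill-equation AC50 from compound titrations.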
Tau fibril FP: tau fibrillization inhibition (FP). Potency, µM (doses to about 57.7 µM), for the others: top-dose activity, negative = inhibition, most hits filed as inhibitors. AID 1468. K18 P301L tau heparin fibrillization, Alexa594 FP, 6 h. hit rate 0.39% among 280,000. P10636; further: on the % scale 0 is the no-effect control and ±100 the full control effect; nearly all actives have a fitted effect of over 55% in size
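Compound effects on tau fibrillization are measured by Alexa 594 fluorescence polarization (ex 555, em 632 nm). K18 P301L tau is used at 15 uM with 0.24 uM labeled tracer, and 20 uM heparin induces aggregation over 6 hr at 37 C.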
Numbers without * were called inactive; ? = inconclusive; nt = not tested or not shown; [ ] = another dose, or the depositor's remark. The call rests on the fitted dose curve; in most records, active means well fitted curve in the direction sought with a large enough effect; inconclusive means small, poorly fitted or top-dose-only effect, or another doubt; inactive means no such curve, though single readings can be large; an effect the other way counts as inactive or inconclusive. Potency means the concentration at half of the fitted maximal effect.

Screens in order – Tau fibril ThT	aGlu spleen mod	GAA inh	HTT ATP protect	Tau fluor cs	GAA glycogen	aGal spleen mod	Tau fibril FP
1: C/C(N)=C(/C#N)C(=O)COC(=O)CNS(=O)(=O)c1ccc(F)c(F)c1F
    -1%	-1%	3%	-16%	-4%	-1%	2%	-6%
2: CC1=NN(c2ccc([N+](=O)[O-])cc2)C(=O)/C1=C\N(C)C
    13µM*	-2%	1%	-3%[10 µM]	-24%	-5%	0%	1%
3: COCC(C)NCc1cccc(OC)c1OC (stereo unspecified)
    -9%	-3%	-3%	-13%	2%	13%	6%	5%
4: COc1ccc(-c2nn(C)c3sc(C(=O)NCCN(C)C)cc23)cc1OC
    -13%	nt	nt	nt	-24%	-2%	nt	-1%
5: COc1ccccc1/C=N/NC(=O)CNC(=O)c1ccc(S(=O)(=O)N2CCCC2)cc1
    -5%	nt	?	-34%	-12%	-16%	9%	-8%
6: O=S(=O)(Nc1nc2ccccc2nc1OCC(F)(F)F)c1cccs1
    -3%	3%	nt	6%[10 µM]	-5%	1%	4%	0%
7: CCOC(=O)c1sc(NC(=O)c2cc3n(n2)C(C(F)(F)F)CC(c2ccccc2)N3)c(C(=O)OCC)c1C (stereo unspecified)
    -17%	-2%	-10%	-11%	-16%	2%	-6%	-4%
8: N#Cc1ccc(N2Cc3ccccc3C2=NC(=O)c2cccs2)cc1
    ?	-5%	1%	11%[10 µM]	-20%	10%	-4%	-14%
9: CCCCSc1nnc2c(n1)OC=Nc1ccccc1-2
    nt	5%	nt	23%[10 µM]	10%	4%	7%	6%
10: COc1cccc(C(=O)Nc2ncc3c(n2)CC(c2ccc(OC)cc2OC)CC3=O)c1 (stereo unspecified)
    ?	-3%	?	-83%[inhibitor][0.074 µM]	-12%	2%	3%	8%
11: CCC1(C)COC2(OC1)C(=O)Nc1ccccc12 (stereo unspecified)
    11%	1%	-4%	17%	6%	1%	1%	4%
12: Cc1ccc(Cl)cc1N1CCN(C(=O)C2CCC(CNS(=O)(=O)c3cccs3)CC2)CC1 (stereo unspecified)
    -15%	nt	nt	nt	-16%	-12%[76.3 µM]	nt	-1%
13: O=c1[nH]c(-c2ccccn2)nc2sc(-c3ccccc3)cc12
    ?	3%	-7%	-37%[10 µM]	-7%	-7%	15%	?
14: Cc1csc(N/N=C\c2cccnc2)n1
    ?	-6%	4%	19%	?	?	-2%	-9%
15: CCN(CC)C(=O)Cn1c(=O)n(CCCCCC(=O)NCc2ccc3c(c2)OCO3)c(=O)c2sccc21
    -7%	nt	nt	nt	-19%	-3%[76.3 µM]	nt	-6%
16: COCCNC(=O)c1onc(CSc2cc(C)cc(C)c2)c1C(=O)O
    2%	-4%	10%	7%	5%	?	11%	-4%
17: O=C(CCc1nnc(C2(c3ccc(Cl)cc3)CCC2)o1)NC1CC1
    -6%	5%	14%	-11%[10 µM]	-2%	-11%	2%	2%
18: O=C(Nc1ccccc1C(F)(F)F)N1CCC(n2c(=O)[nH]c3ccccc32)CC1
    -14%	-4%	-2%	?	-11%	8%	-6%	3%
19: COc1ccc(CCNS(=O)(=O)c2ccc3c(c2)CC(C)N3C(=O)C2CCC2)cc1OC (stereo unspecified)
    4%	nt	nt	nt	2%	7%[76.3 µM]	nt	5%
20: CC(C)COc1ccc(CN=C(N)N=C(N)N)cc1Cl
    0%	-13%	0%	8%[10 µM]	-5%	-7%	-9%	12%

Screens in order – Tau fibril ThT	aGlu spleen mod	GAA inh	HTT ATP protect	Tau fluor cs	GAA glycogen	aGal spleen mod	Tau fibril FP
21: COc1cccc2c1C(=O)C=C(C)C2=O
    7.1µM*	-2%	-2%	9%[0.074 µM]	7.1µM*[quencher]	-4%	5%	?
22: O=C(N[C@@H](Cc1ccccc1)C(=O)CCl)OCc1ccccc1
    5%	-7%	nt	-41%[1.9 µM]	5%	nt	-7%	14%
23: N#Cc1ccc(N2C(=O)[C@@H]3C(C(=O)C(c4ccccc4)c4ccccc4)=NN[C@@H]3C2=O)cc1
    -8%	-10%	-11%	nt	-10%	1%	-13%	7%
24: O=C(O)c1ccc(CN2CCOCC2)o1
    -11%	-5%	10%	8%[10 µM]	-11%	-8%	-3%	0%
25: Clc1ccc(OCCCNCc2ccccc2)c(Br)c1
    -10%	-7%	?	-100%[inhibitor]	-13%	-5%	7%	11%
26: CCC(=O)Oc1ccc2c(c1)OC1(OC(C)=O)OC(C)CC1=C2C (stereo unspecified)
    ?	?	?	6%[10 µM]	-7%	10%	?	-1%
27: COc1cccc(N2C(=O)C3ON(c4ccccc4)C(c4cccs4)C3C2=O)c1 (stereo unspecified)
    -8%	-2%	-9%[15.4 µM]	5%	-18%	-9%	4%	0%
28: Cc1ccc(NC(=O)N2CCC(CN3CCC(C)CC3)CC2)cc1F
    -2%	nt	nt	nt	-7%	-11%[76.3 µM]	nt	0%
29: COC(=O)Nc1nc(C)c(C(=O)c2ccccc2)s1
    0%	1%	-9%	-50%[inhibitor]	-7%	8%	-20%	-3%
30: COc1ccc(N2CCN(C(=O)NC3CC(=O)N(c4ccc(OC)cc4)C3)CC2)cc1 (stereo unspecified)
    ?	3%	2%	-12%	?	-4%	-1%	-7%
31: CCOC(=O)C1=C(C)NC2=C(C(=O)CCC2)C1c1ccc(N(C)C)cc1 (stereo unspecified)
    -14%	10%	-7%	2%	-8%	-12%	-2%	-2%
32: COCCNc1c(-c2cc3ccc(C)c(C)c3[nH]c2=O)nc2ccccn12
    ?	-3%	?	-12%[10 µM]	-5%	?	-5%	4%
33: O=C(CN1CCC(C(=O)O)CC1)Nc1ccccc1Oc1ccccc1
    -11%	2%	-11%	1%[10 µM]	-14%	3%	-8%	-6%
34: O=C(Nc1ccccc1Cl)NC1(C(=O)N2CCCC2)CCCCC1
    -8%	2%	-4%	-16%[10 µM]	-5%	9%	7%	0%
35: CCOC(=O)c1ccc(N/C(=N\S(=O)(=O)c2ccc(F)cc2F)c2ccccc2)cc1
    -9%	-9%	?	-2%[1.9 µM]	-8%	-8%	-1%	3%
36: COc1ccc(N2CCN(S(=O)(=O)/C=C/c3ccccc3)CC2)cc1
    -4%	-8%	?	12%[10 µM]	-2%	-17%	-4%	?
37: Cc1ccc(N2CC(C(=O)OCC(=O)C(C)(C)C)CC2=O)cc1C (stereo unspecified)
    -9%	-7%	-4%	14%	-17%	4%	-9%	-13%
38: COc1ccc(C(=O)CC2(O)C(=O)N(CCc3ccccc3)c3ccc(Br)cc32)cc1OC (stereo unspecified)
    -16%	nt	nt	nt	?	2%[76.3 µM]	nt	2%
39: COc1ccc(CN=C2NN=C(c3ccccc3)CS2)cc1
    ?	-1%	-1%	4%	-23%	-23%	-1%	-2%
40: Oc1ccc(O)c(-c2cnns2)c1
    ?	-15%	?	nt	-18%	-1%	-18%	6%

Excerpt: entries 21 to 30
Screens in order – Tau fibril ThT	aGlu spleen mod	GAA inh	HTT ATP protect	Tau fluor cs	GAA glycogen	aGal spleen mod	Tau fibril FP
21: COc1cccc2c1C(=O)C=C(C)C2=O
    7.1µM*	-2%	-2%	9%[0.074 µM]	7.1µM*[quencher]	-4%	5%	?
22: O=C(N[C@@H](Cc1ccccc1)C(=O)CCl)OCc1ccccc1
    5%	-7%	nt	-41%[1.9 µM]	5%	nt	-7%	14%
23: N#Cc1ccc(N2C(=O)[C@@H]3C(C(=O)C(c4ccccc4)c4ccccc4)=NN[C@@H]3C2=O)cc1
    -8%	-10%	-11%	nt	-10%	1%	-13%	7%
24: O=C(O)c1ccc(CN2CCOCC2)o1
    -11%	-5%	10%	8%[10 µM]	-11%	-8%	-3%	0%
25: Clc1ccc(OCCCNCc2ccccc2)c(Br)c1
    -10%	-7%	?	-100%[inhibitor]	-13%	-5%	7%	11%
26: CCC(=O)Oc1ccc2c(c1)OC1(OC(C)=O)OC(C)CC1=C2C (stereo unspecified)
    ?	?	?	6%[10 µM]	-7%	10%	?	-1%
27: COc1cccc(N2C(=O)C3ON(c4ccccc4)C(c4cccs4)C3C2=O)c1 (stereo unspecified)
    -8%	-2%	-9%[15.4 µM]	5%	-18%	-9%	4%	0%
28: Cc1ccc(NC(=O)N2CCC(CN3CCC(C)CC3)CC2)cc1F
    -2%	nt	nt	nt	-7%	-11%[76.3 µM]	nt	0%
29: COC(=O)Nc1nc(C)c(C(=O)c2ccccc2)s1
    0%	1%	-9%	-50%[inhibitor]	-7%	8%	-20%	-3%
30: COc1ccc(N2CCN(C(=O)NC3CC(=O)N(c4ccc(OC)cc4)C3)CC2)cc1 (stereo unspecified)
    ?	3%	2%	-12%	?	-4%	-1%	-7%

(further entries)
Screens in order – Tau fibril ThT	aGlu spleen mod	GAA inh	HTT ATP protect	Tau fluor cs	GAA glycogen	aGal spleen mod	Tau fibril FP
41: CCN1C(=O)C(CC(=O)NC)N(NC(=O)c2ccccc2)C1=S (stereo unspecified)
    -3%	0%	14%	-12%[10 µM]	-5%	-10%	8%	-5%
42: CCOC(=O)COc1ccc(N)cc1CC(NC(C)=O)(C(=O)OCC)C(=O)OCC
    6%	-11%	0%	0%	3%	-2%	1%	-3%
43: O=C(CSc1nc2[nH]ncc2c(=O)[nH]1)NCc1ccccc1Cl
    8%	-2%	2%	12%[10 µM]	3%	-2%	13%	-5%
44: CCCC(=O)N1CCN(c2ccc(NC(=O)c3ccc(Br)o3)cc2)CC1
    ?	5%	-7%	10%	-14%	-1%	2%	13%

Random draw from the library; any-hit rate near 3.3%.
